HEK293 NFkB inh = inhibitors of the PMA/ionomycin-induced NF-kB reporter in HEK293 cells. HEK-293 NF-kB luciferase reporter, luminescence. inhibition, % at 3 µM. 62,000 tested, 0.21% active. AID 465;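 active means inhibition above the mean of all tested compounds plus 3 SD, cut at about 40% in these data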;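 further: 0% = stimulated DMSO wells and 100% = 10 µM reference inhibitor 5653914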
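Timing: 1 h pretreatment, 16 h stimulation, 37 °C; system: HEK-293 cells with stable firefly luciferase reporter driven by four HIV NF-kB elements; doses: 3 µM once, 0.30% DMSO; measured by: luciferase luminescence; control set: DMSO and 10 µM reference inhibitor; repeats: single test; reagent: PMA plus ionomycin mix as NF-kB-activating stimulus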
Cdc25B block = human M-phase inducer phosphatase 2 inhibition. 65,000 tested, 0.1% active. P30305. recombinant Cdc25B, OMFP fluorescence Ex485/Em525. inhibition, %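 (compounds tested at 10 µM final in the well)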. AID 368; in the data active means inhibition above about 50%
ROCK2 blocker = ROCK2 (human) kinase inhibition | O75116 | purified ROCK2, Kinase-Glo ATP depletion luminescence | inhibition, % at 6 µM | 60,000 tested, 0.35% active;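 active means inhibition above the screen-wide mean inhibition plus 3 SD, cut at about 18% in these data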;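 further: plate controls were DMSO wells for no effect and Y-27632 control wells after no-enzyme background subtraction for full effect; many of its hits are not listed in these tables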
Target sequence (O75116 whole entry, looked up): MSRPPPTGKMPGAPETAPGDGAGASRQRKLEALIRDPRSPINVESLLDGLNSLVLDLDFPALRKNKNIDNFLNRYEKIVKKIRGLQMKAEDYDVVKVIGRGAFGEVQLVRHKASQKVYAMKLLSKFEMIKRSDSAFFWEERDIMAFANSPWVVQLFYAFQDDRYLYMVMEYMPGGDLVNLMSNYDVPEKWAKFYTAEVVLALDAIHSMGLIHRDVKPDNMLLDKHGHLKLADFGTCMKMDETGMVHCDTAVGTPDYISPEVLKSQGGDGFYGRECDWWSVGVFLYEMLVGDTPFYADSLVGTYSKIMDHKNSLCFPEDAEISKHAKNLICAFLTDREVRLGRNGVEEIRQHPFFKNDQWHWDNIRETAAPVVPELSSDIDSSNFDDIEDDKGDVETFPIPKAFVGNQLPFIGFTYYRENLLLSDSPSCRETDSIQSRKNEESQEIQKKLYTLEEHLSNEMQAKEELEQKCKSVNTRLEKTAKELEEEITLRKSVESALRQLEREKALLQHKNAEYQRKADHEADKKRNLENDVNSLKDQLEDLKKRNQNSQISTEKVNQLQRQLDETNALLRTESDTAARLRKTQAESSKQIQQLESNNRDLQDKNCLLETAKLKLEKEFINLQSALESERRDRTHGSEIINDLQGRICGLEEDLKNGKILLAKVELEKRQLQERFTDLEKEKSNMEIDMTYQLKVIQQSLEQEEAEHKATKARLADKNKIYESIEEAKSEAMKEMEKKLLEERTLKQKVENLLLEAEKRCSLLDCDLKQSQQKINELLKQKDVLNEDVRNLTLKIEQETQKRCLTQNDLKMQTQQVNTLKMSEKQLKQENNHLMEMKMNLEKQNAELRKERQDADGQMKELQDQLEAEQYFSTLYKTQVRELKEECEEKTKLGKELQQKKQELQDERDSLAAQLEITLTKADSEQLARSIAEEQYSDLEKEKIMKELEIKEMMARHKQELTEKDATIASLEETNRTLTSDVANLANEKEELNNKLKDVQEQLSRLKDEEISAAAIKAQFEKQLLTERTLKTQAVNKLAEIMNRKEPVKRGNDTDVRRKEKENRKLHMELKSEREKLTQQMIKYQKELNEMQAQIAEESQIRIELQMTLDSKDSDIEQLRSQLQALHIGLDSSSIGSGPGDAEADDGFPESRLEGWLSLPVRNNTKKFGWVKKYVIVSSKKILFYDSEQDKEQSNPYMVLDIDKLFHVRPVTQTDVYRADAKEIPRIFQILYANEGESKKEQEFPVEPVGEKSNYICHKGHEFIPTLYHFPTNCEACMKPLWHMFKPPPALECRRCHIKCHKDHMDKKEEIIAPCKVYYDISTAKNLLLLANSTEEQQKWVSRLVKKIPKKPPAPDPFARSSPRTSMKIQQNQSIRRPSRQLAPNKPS
MMP13 inh = inhibitors of human MMP13; P45452; MMP-13 fTHP FRET cleavage, Mca fluorescence; inhibition, % at 4 µM; 65,000 tested, 0.07% active;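 active means inhibition above the mean of compound-free control plate wells plus 3 SD, cut at about 14% in these data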;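 further: 0% = DMSO wells and 100% = wells with reference MMP-13 inhibitor after basal subtraction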
JNK3 blocker = inhibitors of human JNK3 kinase | P53779 | purified JNK3 kinase activity, HTS | inhibition, % at 8 µM | 60,000 tested, 0.61% active | AID 746; in the data active means inhibition above about 17%;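 further: 0% = DMSO and 100% = reference inhibitor; many of its hits are not listed in these tables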
TNAP act DEA = human TNAP activation, intermediate phosphate acceptor; P05186; purified TNAP, CDP-star luminescence, 100 mM DEA, 30 min; active compounds read high; scale: 0 levamisole-inhibited, 1 vehicle-only enzyme; activation factor at 20 µM; 64,000 tested, under 10 active;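 active means activation factor of at least 2 at 20 µM, relative to controls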
Jurkat viability = cytotoxic compounds reducing Jurkat cell viability. 56,000 tested, 1.2% active. AID 463. inhibition, % at 4 µM. Jurkat E6.1 viability, ATP luminescence, 48 h;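 active means inhibition above the mean inhibition of all tested compounds plus 3 SD, cut at about 28% in these data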
DUSP1 inh = inhibitors of human MKP-1 phosphatase; 65,000 tested, 0.15% active; AID 374; P28562; recombinant MKP-1, OMFP hydrolysis fluorescence; inhibition, %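 (compounds tested at a single concentration somewhere between 10 and 100 µM)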;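 active means inhibition above about 50%, limit read from the data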;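 further: 0% = DMSO max control wells and 100% = wells with enzyme stopped by NaOH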
PKA kinase inh = inhibitors of human protein kinase A; P17612; PKA Kemptide phosphorylation, Kinase-Glo ATP luminescence; inhibition, % at 6 µM; 65,000 tested, 0.1% active;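 active means inhibition above the screen-wide mean inhibition plus 3 SD, cut at about 21% in these data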; further: many of its hits are not listed in these tables
An asterisk follows results filed as active; / = not tested or not shown; [ ] = remark or other dose.

SMILES	HEK293 NFkB inh	Cdc25B block	ROCK2 blocker	MMP13 inh	JNK3 blocker	TNAP act DEA	Jurkat viability	DUSP1 inh	PKA kinase inh
COc1ccc2cc(C(=O)N3CCCCCC3)sc(=O)c2c1OC	2	-5	8	2	2	0.9	-5	1	10
O=C(NC1(C(F)(F)F)C(=O)Nc2c1c(=O)[nH]c(=O)n2Cc1ccco1)C1CC1 (configuration not stated)	18	-10	5	2	3	1	2	-21	10
Cc1cc(NC(=O)CCS(=O)(=O)c2nc(-c3ccccc3)cc(C(F)(F)F)n2)no1	8	-6	-7	1	5	0.9	33*	2	-6
COc1ccc(C2C(C(=O)N3CCOCC3)c3ccccc3C(=O)N2c2ccc(OC)cc2)cc1 (configuration not stated)	10	-4	4	2	-6	1	-2	1	8
O=C(CN1C(=O)c2ccccc2S1(=O)=O)NC1CCCCCC1	12	-6	2	-3	-1	0.9	2	12	-1
CCSc1nc(N2CCOCC2)c2ccccc2n1	3	-5	6	-7	11	0.9	1	-12	8
O=C(Nc1ccc(N2CCOCC2)cc1)c1ccc2nc(-c3ccco3)c(-c3ccco3)nc2c1	2	-2	7	6	-2	0.9	-2	15	5
COc1ccc2c(c1)c1nnc(SCC(=O)N3C(C)CCCC3C)nc1n2C (configuration not stated)	21	-12	1	4	-1	0.9	3	34	4
CCOC(=O)C1CCCN(Cc2nc(N)nc(Nc3ccc(C)cc3)n2)C1 (configuration not stated)	-3	-3	8	2	9	0.9	6	-2	7
CCOc1ccc(OC(=O)c2cccnc2)cc1	2	-5	5	3	-2	1	6	-11	9
COc1cccc(C2CC(c3ccc(F)cc3)Nc3nc(N)nn32)c1 (configuration not stated)	0	-6	-3	-1	5	0.8	3	-3	4
Cc1ccc(-n2c(Cc3cccn3C)nnc2SCC(=O)NCc2ccc3c(c2)OCO3)cc1	12	-18	7	1	10	0.9	5	7	8
CCCCCCc1ccc(OCC(=O)O)cc1OCC(=O)O	14	4	0	2	-4	1	5	-4	0
COc1ccc(S(=O)(=O)N(C)CC(=O)Nc2ccc3c(c2)OCO3)cc1OC	-3	-9	5	4	5	1	-1	-1	6
O=C(NCCN1CCCCC1)/C(=N\O)c1ccccc1	/	8	6	1	-4	0.9	/	-6	-1
COc1ccc(CCNC(=O)c2nn(C)cc2Cl)cc1	2	-1	-3	4	-6	0.9	5	-4	-6
O=C(CSc1nnc(-c2cccnc2)n1Cc1ccco1)c1ccc(Cl)cc1	7	-23	3	6	-4	0.9	0	-2	12
Cc1cnc(C(=O)Nc2ccc(N3CCOCC3)cc2)cn1	3	11	6	-2	-6	0.9	1	10	-5
Cc1nn(Cc2ccccc2)c(N)c1C#N	7	-1	8	-1	2	0.9	7	4	8
CCc1ccc(N2CC34C=CC(O3)C(C(=O)OC)C4C2=O)cc1 (configuration not stated)	4	-30	0	5	-9	0.9	-6	-5	2
O=C(c1ccco1)N1CCN(C(=O)C(Sc2ccccc2)c2ccccc2)CC1 (configuration not stated)	12	-2	0	4	-4	1	6	3	6
Cn1c(Cn2cnc3ccccc32)nnc1SCc1ccccc1	9	0	-4	0	1	1	16	11	-4
COc1ccc(C)cc1S(=O)(=O)N(C)CC(=O)Nc1ccccc1	7	-4	-3	4	-3	0.9	10	5	2
Cc1csc(NC(=O)CSc2nnc(Cc3cccn3C)n2CCc2ccccc2)n1	2	-2	2	-2	2	0.9	5	19	-4
O=C(c1cc2ccccc2oc1=O)N1CCN(c2ccc(N3CCOCC3)nn2)CC1	14	-4	-5	1	-4	0.8	11	1	0
Further compounds follow:
SMILES	HEK293 NFkB inh	Cdc25B block	ROCK2 blocker	MMP13 inh	JNK3 blocker	TNAP act DEA	Jurkat viability	DUSP1 inh	PKA kinase inh
COc1ccc([C@@H]2[C@H]3CN(C(C)=O)CC=C3C(C#N)=C(N)C2(C#N)C#N)c2ccccc12	25	5	6	-4	0	1	5	15	4
CCCOC(=O)c1ccc(OCC(O)CN2CCN(C(=O)c3ccccc3)CC2)cc1 (configuration not stated)	10	-24	4	-4	4	1	3	12	7
O=c1c2ccccc2sn1-c1ccc(S(=O)(=O)N2CCCCC2)cc1	5	33	1	-4	-1	1	1	14	1
O=C(NC1CCCc2ccccc21)C1CCC(CNc2c(N3CCOCC3)c(=O)c2=O)CC1 (configuration not stated)	2	-6	5	-5	-5	1	0	1	2
O=C(O)CSCc1nc2ccccc2s1	12	12	-2	-1	-6	1	6	2	2
CC(=O)N1CCN(c2ccc(Nc3nc(C)nc4c3oc3ccccc34)cc2)CC1	20	-13	/	0	/	0.9	/	19	9
O=C(OCC(=O)N1CCN(C(=O)c2ccco2)CC1)c1sc2cc(F)ccc2c1Cl	-4	4	0	4	1	1	0	22	2
CCOC(=O)c1cc2c(=O)n3cccc(C)c3nc2n(CCCOC)c1=NC(=O)c1cccnc1	20	-25	/	-375[fluorescence artefact?]	/	1	/	15	8
CC(C)c1ccc(S(=O)(=O)c2n[nH]n3c2nc(=O)c2ccccc23)cc1	16	2	/	-27	/	/	/	24	-4
O=C1N=C(N2CCCCC2)SC1=C1CCCC1	4	5	-2	1	-7	0.9	3	8	-6
CCCOC(=O)CSc1nnc(-c2cc(OC)c(OC)c(OC)c2)o1	16	0	4	2	1	0.9	-1	8	7
COC(=O)c1ccc(OCC2c3cc(OC)c(OC)cc3CCN2C(=O)c2ccco2)cc1 (configuration not stated)	14	-6	/	0	/	0.9	/	39	8
COc1cc(C(=O)NCc2nnc(SCC(=O)NCc3ccccc3)o2)cc(OC)c1OC	18	0	/	-3	/	1	/	21	-1
CC(OCc1ccccc1)C(NC(=O)OC(C)(C)C)C(=O)NCC1CCCO1 (configuration not stated)	5	-10	5	3	-2	0.9	-9	1	10
CC1CCCC(C)N1c1nnc(N)s1 (configuration not stated)	17	3	-8	5	-4	1	5	1	-4
N#C/C(=C(/O)COC(=O)Cc1c[nH]c2ccccc12)c1nc2ccccc2[nH]1	4	10	1	-3	3	0.8	-3	29	2
CCCCn1c(-c2cc(Cl)ccc2OC)n[nH]c1=S	-3	7	2	-8	1	0.9	-4	4	2
COC(=O)c1cc(C)sc1NC(=O)c1cccnc1	13	-7	10	1	0	0.9	3	-3	6
Fc1ccc2nc(N3CCCCC3)sc2c1	-34	7	0	0	-1	0.9	10	10	-3
CC(C)NC(=O)NC(=O)COc1ncnc2sccc12	10	-4	/	3	/	0.9	/	1	0
COc1ccc(CNC(=O)COc2ccc(S(=O)(=O)NC(C)C)cc2)cc1	19	-7	4	2	2	0.9	-11	1	4
Cc1ccc(S(=O)(=O)Nc2ccc(NC(=O)CN3CCCCC3)cc2)cc1	8	4	-1	3	-7	1	3	7	3
COc1ccc(NC(=O)Nc2ccc(C(=O)N3CCOCC3)cc2)cc1	16	-15	8	3	-1	1.1	-5	4	12
COc1ccc(C)cc1N(C(=O)CNC(=O)c1ccco1)C(C(=O)NC1CCCC1)c1cccnc1 (configuration not stated)	21	-2	-1	-1	2	0.9	14	-8	-1
Cc1cc(C(=O)Nc2cccc(O)c2)c(C)o1	3	-12	5	-6	0	0.9	-3	1	6
(more compounds)
SMILES	HEK293 NFkB inh	Cdc25B block	ROCK2 blocker	MMP13 inh	JNK3 blocker	TNAP act DEA	Jurkat viability	DUSP1 inh	PKA kinase inh
O=C(O)C1CCCN(C(=O)NCc2ccccc2)C1 (configuration not stated)	16	-2	-1	-11	3	0.9	0	0	-4
CC(C(=O)Nc1nc2ccccc2[nH]1)N1C(=O)C2CC=CCC2C1=O (configuration not stated)	11	-10	4	1	1	0.9	-5	-2	10
COc1cccc(OCCn2cc(C(=O)c3ccco3)c3ccccc32)c1	0	-8	-1	5	-2	0.9	3	8	1
CC(Sc1nc(N(C)C)nc(N2CCOCC2)n1)C(=O)Nc1ccccc1 (configuration not stated)	5	-11	8	4	-8	1	7	1	6
CCOC(=O)c1[nH]c(C)c(C(=O)N2CCN(c3cccc(Cl)c3)CC2)c1C	7	-3	4	0	-5	1	-4	27	-3
CN(c1ccccc1C(=O)Nc1cccnc1)S(C)(=O)=O	9	-4	0	4	2	1	-5	2	-3
O=C(CSc1nc2ccccc2c(=O)n1NC(=O)Cc1ccccc1)NCc1ccco1	12	-14	9	4	-5	1	-6	6	6
CCOC(=O)CNc1c(-c2ccc(Cl)cc2)nc2cnccn12	18	-3	0	-146[fluorescence artefact?]	2	1	0	11	0
O=C(CCCN1C(=O)c2ccccc2C1=O)Nc1ccccc1C(=O)N1CCOCC1	-7	-15	3	3	1	1	6	5	3
CCOCCc1nnc(NC(=O)c2cccc(F)c2)s1	-4	-8	4	3	3	1	-5	-35	-8
Cn1c(SCC(=O)NCc2ccc3c(c2)OCO3)nnc1C1COc2ccccc2O1 (configuration not stated)	18	-4	0	0	6	0.9	7	10	4
O=C(Nc1cccc(NC(=O)c2ccc(-c3cccc(Br)c3)o2)c1)c1ccco1	-23	-12	11	-5	6	0.9	1	16	6

An excerpt of these results, with values under each structure:
Every second line gives: HEK293 NFkB inh, Cdc25B block, ROCK2 blocker, MMP13 inh, JNK3 blocker, TNAP act DEA, Jurkat viability, DUSP1 inh, PKA kinase inh
COc1ccc(C)cc1N(C(=O)CNC(=O)c1ccco1)C(C(=O)NC1CCCC1)c1cccnc1 (configuration not stated)
  21, -2, -1, -1, 2, 0.9, 14, -8, -1
Cc1cc(C(=O)Nc2cccc(O)c2)c(C)o1
  3, -12, 5, -6, 0, 0.9, -3, 1, 6
O=C(O)C1CCCN(C(=O)NCc2ccccc2)C1 (configuration not stated)
  16, -2, -1, -11, 3, 0.9, 0, 0, -4
CC(C(=O)Nc1nc2ccccc2[nH]1)N1C(=O)C2CC=CCC2C1=O (configuration not stated)
  11, -10, 4, 1, 1, 0.9, -5, -2, 10
COc1cccc(OCCn2cc(C(=O)c3ccco3)c3ccccc32)c1
  0, -8, -1, 5, -2, 0.9, 3, 8, 1
CC(Sc1nc(N(C)C)nc(N2CCOCC2)n1)C(=O)Nc1ccccc1 (configuration not stated)
  5, -11, 8, 4, -8, 1, 7, 1, 6
CCOC(=O)c1[nH]c(C)c(C(=O)N2CCN(c3cccc(Cl)c3)CC2)c1C
  7, -3, 4, 0, -5, 1, -4, 27, -3
CN(c1ccccc1C(=O)Nc1cccnc1)S(C)(=O)=O
  9, -4, 0, 4, 2, 1, -5, 2, -3
O=C(CSc1nc2ccccc2c(=O)n1NC(=O)Cc1ccccc1)NCc1ccco1
  12, -14, 9, 4, -5, 1, -6, 6, 6
CCOC(=O)CNc1c(-c2ccc(Cl)cc2)nc2cnccn12
  18, -3, 0, -146[fluorescence artefact?], 2, 1, 0, 11, 0
O=C(CCCN1C(=O)c2ccccc2C1=O)Nc1ccccc1C(=O)N1CCOCC1
  -7, -15, 3, 3, 1, 1, 6, 5, 3
CCOCCc1nnc(NC(=O)c2cccc(F)c2)s1
  -4, -8, 4, 3, 3, 1, -5, -35, -8
Cn1c(SCC(=O)NCc2ccc3c(c2)OCO3)nnc1C1COc2ccccc2O1 (configuration not stated)
  18, -4, 0, 0, 6, 0.9, 7, 10, 4
O=C(Nc1cccc(NC(=O)c2ccc(-c3cccc(Br)c3)o2)c1)c1ccco1
  -23, -12, 11, -5, 6, 0.9, 1, 16, 6

Record cards, as listed above. Order of screens: HEK293 NFkB inh | Cdc25B block | ROCK2 blocker | MMP13 inh | JNK3 blocker | TNAP act DEA | Jurkat viability | DUSP1 inh | PKA kinase inh
Shown for O=C(CCCN1C(=O)c2ccccc2C1=O)Nc1ccccc1C(=O)N1CCOCC1 : -7 | -15 | 3 | 3 | 1 | 1 | 6 | 5 | 3
Shown for CN(c1ccccc1C(=O)Nc1cccnc1)S(C)(=O)=O : 9 | -4 | 0 | 4 | 2 | 1 | -5 | 2 | -3

High-throughput results: PubChem BioAssay, several laboratories
